NR1D1 modulator – modulates human Rev-erb alpha binding to DNA. AID 1259318. 370,000 compounds, 0.79% hits. Rev-erbα–FITC-DNA binding, fluorescence polarization, 90 min. activity, % at 10 µM;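 active = activity above about 14%, limit read from the data; passing the limit was not always enough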;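 also: 0% = DMSO wells with 35 nM protein and 100% = DMSO wells with 750 nM protein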
Target sequence (P20393 whole entry, looked up): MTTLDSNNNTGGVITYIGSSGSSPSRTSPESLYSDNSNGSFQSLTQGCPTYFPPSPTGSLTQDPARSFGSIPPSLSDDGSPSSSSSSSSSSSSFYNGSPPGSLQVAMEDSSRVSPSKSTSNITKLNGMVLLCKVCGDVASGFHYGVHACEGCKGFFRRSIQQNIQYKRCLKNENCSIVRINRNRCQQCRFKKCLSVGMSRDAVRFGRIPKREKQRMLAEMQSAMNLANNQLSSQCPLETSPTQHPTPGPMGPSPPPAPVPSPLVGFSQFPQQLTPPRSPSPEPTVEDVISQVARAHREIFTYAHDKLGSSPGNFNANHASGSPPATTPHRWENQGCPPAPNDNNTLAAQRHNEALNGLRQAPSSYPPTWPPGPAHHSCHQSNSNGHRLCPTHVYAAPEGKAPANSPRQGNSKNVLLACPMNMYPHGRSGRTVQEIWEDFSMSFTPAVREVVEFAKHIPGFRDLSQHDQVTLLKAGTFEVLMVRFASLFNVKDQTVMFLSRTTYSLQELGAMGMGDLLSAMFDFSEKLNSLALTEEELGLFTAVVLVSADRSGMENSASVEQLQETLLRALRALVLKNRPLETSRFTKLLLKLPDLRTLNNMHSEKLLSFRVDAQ
TCR-CD3 inh – blocks the human TCR-CD3 interaction; TAMRA-labeled TCR probe fluorescence, biochemical; inhibition, % at 9.4 µM; 360,000 compounds, 0.37% hits; in the data active = inhibition above about 19%;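 also: recombinant mutant TCR 2C K166C tagged with TAMRA read by polarization; 0% = receptor in buffer alone and 100% = receptor with positive control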
MBD2 inh – inhibitors of human MBD2 binding to methylated oligonucleotide. inhibition, % at 4.4 µM. Q9UBB5. TR-FRET. 370,000 compounds, 0.31% hits; in the data active = inhibition above about 13%
Target sequence (Q9UBB5 whole entry, looked up): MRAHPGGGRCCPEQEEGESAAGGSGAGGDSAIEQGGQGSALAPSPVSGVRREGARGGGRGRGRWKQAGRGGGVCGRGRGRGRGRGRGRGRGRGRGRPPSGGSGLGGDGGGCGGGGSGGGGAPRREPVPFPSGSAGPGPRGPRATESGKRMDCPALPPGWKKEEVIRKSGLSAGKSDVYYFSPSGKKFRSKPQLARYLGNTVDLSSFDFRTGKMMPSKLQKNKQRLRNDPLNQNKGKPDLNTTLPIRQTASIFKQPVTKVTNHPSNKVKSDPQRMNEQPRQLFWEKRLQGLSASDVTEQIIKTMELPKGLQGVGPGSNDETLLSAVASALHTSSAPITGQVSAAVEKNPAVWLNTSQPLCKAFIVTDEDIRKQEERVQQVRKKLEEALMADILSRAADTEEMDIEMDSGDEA
UHRF1 MBD2 ctr – UHRF1 methyl-DNA binding inhibition. Q96T88. UHRF1 binding to methylated oligo, TR-FRET. inhibition, % at 4.4 µM. 370,000 compounds, 0.75% hits. AID 687016; in the data active = inhibition above about 21%;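 also: UHRF1 SRA domain binding a hemimethylated CpG hairpin DNA probe; 0% = median of test compound wells and 100% = reference inhibitor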
LEDGF integ inh – blocks HIV-1 LEDGF/p75-dependent DNA integration | 370,000 compounds, 0.64% hits | TR-FRET IN-LEDGF/p75 DNA integration, Eu/Cy5 | inhibition, % at 3.7 µM;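 active = inhibition above the screen-wide mean plus 3 SD, cut at about 13% in these data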;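 also: signal is the Cy5 over europium emission ratio at 671 and 618 nm; 0% = plate median of compound wells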
mABHD4 FP – ABHD4 (mouse) inhibition, primary FP screen; inhibition, % at 8.92 µM; purified mABHD4, FP-Rh probe fluorescence polarization; AID 720543; Q8VD66; 370,000 compounds, 0.54% hits;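 active = inhibition exceeding the mean over every tested compound plus 3 SD, cut at about 30% in these data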;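 also: 0% = plate median of compound wells and 100% = S159A mutant with DMSO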
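Assay system: wild-type mouse ABHD4 protein; compound: single nominal dose of 8.92 µM, 0.89% DMSO final; schedule: 45 min + 60 min at 25 °C; measured by: FP readout, ex 525 nm / em 598 nm; evaluation: % inhibition of FP-Rh probe binding versus controls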
rCAG binder – binds r(CAG) RNA repeats. inhibition, % at 3 µM. 370,000 compounds, 1.3% hits. AID 651821. r(CAG) RNA repeat, TO-PRO-1 dye displacement fluorescence;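 active = inhibition above the plate cutoff, the mean of all test compounds on that plate plus 3 SD, cut at about 35% in these data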;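 also: 0% = DMSO alone and 100% = 100 µM mitoxantrone as full dye displacement; higher means more dye released from RNA so lower well fluorescence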
HTRA1 inhibitor – HTRA1 (human) protease inhibition | recombinant HTRA1, FP-rhodamine activity-based probe, fluorescence polarization | inhibition, % at 5.96 µM | Q92743 | 340,000 compounds, 0.5% hits; in the data active = inhibition above about 36%;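 also: 0% = enzyme with DMSO and 100% = wells lacking enzyme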
PG9 Ab binder – binds the HIV-1 gp120 antibody PG9; TR-FRET gp120-PG9 antibody binding; inhibition, % at 6.7 µM; 360,000 compounds, 0.43% hits; in the data active = inhibition above about 8.5%
PRMT1 inh – blocks human protein arginine methyltransferase 1. recombinant PRMT1, activity-based probe fluorescence polarization. inhibition, % at 2.79 µM. 370,000 compounds, 1.3% hits. AID 652257;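 active = inhibition above about 21% made by adding two undisclosed values, limit read from the data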
* hit, by the source's call; . = no result given. A portion of the library; the hit share may differ from the screen's.

Start of the listing, in advance, 10 compounds:
SMILES | NR1D1 modulator | TCR-CD3 inh | MBD2 inh | UHRF1 MBD2 ctr | LEDGF integ inh | mABHD4 FP | rCAG binder | HTRA1 inhibitor | PG9 Ab binder | PRMT1 inh
COCc1ccc(CN2CCC(n3nccc3NC(=O)C(OC)c3ccccc3)CC2)o1 (stereo not given) | 3 | 1 | 3 | 4 | -1 | -5 | -6 | 0 | -1.1 | -2
Cc1ccc(C(=O)CC(C(=O)O)P(=O)(c2ccccc2)c2ccccc2)cc1 (stereo not given) | 0 | 0 | 1 | 1 | -4 | 0 | 6 | -6 | 0.2 | 0
Cc1nnc(SCC2CCCO2)n1-c1ccccc1 (stereo not given) | -3 | 6 | 1 | -5 | 0 | 1 | -3 | 4 | 0.7 | -2
C#CCNC(=O)C1=C[C@H](c2ccc(Br)cc2)[C@@H](CCCO)[C@H](OCC)O1 | 1 | 0 | -4 | -1 | 2 | 1 | 1 | -10 | -0.6 | 0
O=C(CN1CCCC1)Nc1ccc(NC(=O)Nc2ccccc2Cl)cc1 | 0 | -3 | -5 | 3 | -4 | 2 | 3 | -4 | 1.4 | -2
Cc1ccccc1NC(=O)c1nc(S(C)(=O)=O)ncc1Cl | 2 | 7 | -2 | -2 | 4 | 1 | 1 | -5 | -0.4 | 6
COC(=O)c1nc2ccccc2s1 | 3 | 4 | -6 | 1 | -2 | 8 | 0 | 4 | -0.2 | 0
Cc1cnc(C)c(N2CCN(Cc3cn(C)nc3-c3cccc(Cl)c3)CC2)n1 | 0 | -7 | 4 | 1 | 0 | 3 | -3 | -4 | -1.1 | 2
NC(=O)COC(=O)/C=C/c1ccccc1[N+](=O)[O-] | -4 | -6 | 3 | 2 | -4 | 0 | -2 | -4 | -0.9 | -1
O=C(O)c1ccc(N=Nc2c(O)[nH]c3ccccc23)cc1 | 3 | -7 | 6 | -3 | 0 | 1 | 1 | 3 | -16 | 4

The list itself, repeating the preview:
SMILES | NR1D1 modulator | TCR-CD3 inh | MBD2 inh | UHRF1 MBD2 ctr | LEDGF integ inh | mABHD4 FP | rCAG binder | HTRA1 inhibitor | PG9 Ab binder | PRMT1 inh
COCc1ccc(CN2CCC(n3nccc3NC(=O)C(OC)c3ccccc3)CC2)o1 (stereo not given) | 3 | 1 | 3 | 4 | -1 | -5 | -6 | 0 | -1.1 | -2
Cc1ccc(C(=O)CC(C(=O)O)P(=O)(c2ccccc2)c2ccccc2)cc1 (stereo not given) | 0 | 0 | 1 | 1 | -4 | 0 | 6 | -6 | 0.2 | 0
Cc1nnc(SCC2CCCO2)n1-c1ccccc1 (stereo not given) | -3 | 6 | 1 | -5 | 0 | 1 | -3 | 4 | 0.7 | -2
C#CCNC(=O)C1=C[C@H](c2ccc(Br)cc2)[C@@H](CCCO)[C@H](OCC)O1 | 1 | 0 | -4 | -1 | 2 | 1 | 1 | -10 | -0.6 | 0
O=C(CN1CCCC1)Nc1ccc(NC(=O)Nc2ccccc2Cl)cc1 | 0 | -3 | -5 | 3 | -4 | 2 | 3 | -4 | 1.4 | -2
Cc1ccccc1NC(=O)c1nc(S(C)(=O)=O)ncc1Cl | 2 | 7 | -2 | -2 | 4 | 1 | 1 | -5 | -0.4 | 6
COC(=O)c1nc2ccccc2s1 | 3 | 4 | -6 | 1 | -2 | 8 | 0 | 4 | -0.2 | 0
Cc1cnc(C)c(N2CCN(Cc3cn(C)nc3-c3cccc(Cl)c3)CC2)n1 | 0 | -7 | 4 | 1 | 0 | 3 | -3 | -4 | -1.1 | 2
NC(=O)COC(=O)/C=C/c1ccccc1[N+](=O)[O-] | -4 | -6 | 3 | 2 | -4 | 0 | -2 | -4 | -0.9 | -1
O=C(O)c1ccc(N=Nc2c(O)[nH]c3ccccc23)cc1 | 3 | -7 | 6 | -3 | 0 | 1 | 1 | 3 | -16 | 4
COCCCNC(=O)C(=O)NCC(c1ccco1)N1CCN(c2ccc(OC)cc2)CC1 (stereo not given) | -6 | -11 | 4 | 15 | 0 | 5 | -10 | 3 | -1.7 | 4
Cc1ccccc1S(=O)(=O)NCc1ccc(N2CCN(C)CC2)cc1 | 0 | 1 | 4 | -2 | 2 | -4 | -7 | . | -0.4 | -3
O=C(O)C(c1ccccc1)C1(O)CCC1 (stereo not given) | -7 | -3 | 9 | 4 | 4 | -15 | 2 | 8 | -2.0 | 5
CCc1ccc(C(=O)Nc2cccnc2Oc2ccc(Cl)cc2)cc1 | 2 | 0 | -3 | 3 | -5 | -11 | -6 | -19 | 1.2 | 3
COC(=O)C1=CN(Cc2ccc(C)cc2)C=C(C(=O)OC)C1c1ccc(F)c(F)c1 | 5 | -1 | 5 | 1 | -1 | 6 | 0 | 6 | -3.3 | 3
CCOc1ccc(OCC)c(S(=O)(=O)NCc2ccccc2)c1 | 4 | -4 | -3 | 2 | 4 | -4 | -4 | -7 | 0.3 | -39
CC(C)(C)c1cc(C(=O)Nc2ccccc2)ccn1 | 3 | -1 | 1 | 0 | -1 | -1 | -3 | -5 | -0.3 | 2
COc1ccc(NC(=O)C2(C)Cc3c(-c4cccc(C(N)=O)c4)ccnc3O2)cc1 (stereo not given) | -4 | -6 | -1 | -1 | -3 | -1 | 0 | . | -1.6 | 0
O=C(COC(=O)c1ccco1)NC1CCCCC1 | 2 | 5 | -5 | 0 | -1 | -2 | -1 | 6 | -1.1 | -3
CCCc1cc(=O)[nH]c(SCc2cc(=O)oc3c(C)c(C)ccc23)n1 | -4 | 0 | -2 | 1 | 0 | 3 | 1 | -1 | -1.1 | -2
COc1ccc(CC(=O)Nc2cc(C)ccc2O)cc1OC | -3 | 3 | -5 | -2 | -3 | 3 | -1 | 6 | 0.9 | -2
CCCCn1c(SCC(=O)c2ccccc2)nc2c1c(=O)[nH]c(=O)n2C | -4 | 11 | -2 | 1 | -1 | 5 | -1 | -4 | 3.7 | -1
CC(c1ccccc1)N1C(=O)c2cccnc2C1=O (stereo not given) | -6 | 3 | 1 | -3 | 4 | -2 | -1 | -1 | -1.1 | -1
CC(=O)N1CC(C)Oc2ccc(S(=O)(=O)NC(CC(=O)O)c3cc(C)ccc3C)cc21 (stereo not given) | 1 | 5 | -6 | 1 | 2 | 1 | 5 | 5 | -1.9 | 0
COc1ccc(/C=C(/NC(=O)c2ccccc2)C(=O)N2CCCC2)cc1 | 2 | 2 | -2 | 2 | -1 | -4 | -4 | 4 | 1.5 | 3
COCc1nnc(NS(=O)(=O)c2ccc(OC)cc2)s1 | 1 | -6 | 0 | 3 | -1 | 1 | 6 | -1 | -3.3 | 0
Nc1nnc(SCC(=O)OCC(=O)c2ccccc2)s1 | 1 | -12 | -3 | 0 | 3 | 2 | -2 | 4 | -1.5 | 0
COc1ccc(C(=O)CN2C(=O)C(C)(C)Oc3ccc(C(=O)N4CCCCCC4)cc32)cc1 | -1 | -5 | 10 | -1 | 0 | -4 | -8 | -6 | 1.2 | -1
CCOC(=O)c1ccc(NC(=O)CN2CCN(C(=O)C3CCCO3)CC2)cc1 (stereo not given) | -2 | -3 | 3 | 4 | -2 | -6 | -8 | 0 | -2.2 | 0
O=C(COC(=O)c1ccccn1)Nc1ccc2c(c1)OCCO2 | -10 | 3 | 2 | 1 | -1 | 4 | 1 | 0 | -2.1 | -3
CCOC(=O)c1cnn(-c2nc(OCC)cc(OCC)n2)c1C | 0 | -3 | 4 | 1 | 0 | 11 | -10 | -4 | 0.5 | 0
O=C(COC(=O)/C=C/c1cccc(Br)c1)Nc1cccc(S(=O)(=O)NC2=NCCC2)c1 | -2 | 0 | -1 | -1 | 3 | -5 | 4 | -3 | -3.0 | -4
N#CCSc1nnc2c(Cl)cc(Cl)cn12 | -1 | -1 | -2 | 4 | -2 | 7 | 4 | 4 | -1.6 | 5
Cc1cc(OC(=O)c2c(Cl)cccc2Cl)nc(C)n1 | 0 | -6 | 0 | 6 | -3 | -5 | -5 | 8 | 4.7 | 1
Cc1nnc(NC(=O)c2ccc(-c3ccc(Cl)cc3)o2)s1 | 5 | -1 | -4 | -2 | 1 | 0 | 3 | -2 | 11* | 1
Cc1cccc(C(=O)N2CCN(C(=O)c3cccc(C)c3)C(C)C2)c1 (stereo not given) | 1 | -2 | 2 | 3 | 0 | -7 | -7 | 1 | -1.8 | 0
C[C@H](CO)N1C[C@H](C)[C@@H](CN(C)Cc2cccc(C(=O)O)c2)OCc2cnnn2CCCC1=O | 5 | 1 | -3 | -1 | -7 | 4 | 2 | 0 | -0.2 | 2
O=C(COC(=O)Cc1ccc(Br)cc1)NCc1ccccc1 | -3 | -2 | 8 | 3 | 3 | -8 | 0 | -4 | -0.8 | 0
Cc1ccc(-n2c(C)nn(Cc3ccc([N+](=O)[O-])cc3)c2=O)cc1 | -2 | 5 | 1 | 0 | -5 | 7 | -3 | -2 | -0.4 | -1
COc1ccc(/C(O)=C2/C(=O)C(=O)N(CC3CCCO3)C2c2cccc(OC)c2)cc1 (stereo not given) | -1 | 4 | 0 | 0 | 1 | -4 | 2 | -2 | 1.6 | -1
COc1ccc(Br)cc1C(=O)NC(=S)Nc1ccc2[nH]c(=O)[nH]c2c1 | -17 | -16 | 2 | 1 | -3 | 2 | 3 | -4 | -1.3 | 2
CCOCC(=O)OCC(=O)NC12CC3CC(CC(C3)C1)C2 | -3 | -6 | 2 | 1 | -4 | -2 | -6 | 4 | 0.8 | 3
N/C(Cc1ccc([N+](=O)[O-])cc1)=N\OC(=O)Cc1ccc(Cl)cc1 | 3 | -4 | -4 | 2 | 2 | -6 | 4 | -13 | -1.0 | 5
O=C(NNC(=O)C1CCCCC1)c1ccc(Br)cc1 | -1 | 8 | 3 | -2 | 15* | -4 | 0 | 5 | -1.1 | -4
COCCn1c(SCC#N)nnc1-c1ccccc1O | -1 | -3 | -4 | -3 | 2 | 1 | 0 | 2 | -1.5 | -4
ON1C(c2ccccc2)CC2(O)c3nonc3CCC12 (stereo not given) | -5 | 1 | 0 | 0 | 0 | 3 | 3 | -7 | -1.1 | 1
Cc1nn(CC(=O)NN)c(C)c1Br | 2 | 1 | 5 | -2 | -4 | -1 | 0 | . | 0.0 | 3
O=C(O)CCNC(=O)c1cncc(Br)c1 | -3 | 1 | 2 | 7 | 0 | 2 | -1 | -4 | -0.4 | 3
Cc1ccc(NC(=O)Nc2nnc(Cc3ccc([N+](=O)[O-])cc3)s2)cc1C | -3 | -2 | -2 | 2 | -1 | -6 | 26 | -7 | -1.8 | 0
CC1(C)Cc2nc3sc4c(N(CCO)CCO)ncnc4c3cc2CO1 | -2 | 5 | 2 | -4 | 4 | -3 | -5 | 8 | 0.5 | -2
CCN1CCCC1CNC(=O)c1cc2cc(OC)c(OC)cc2[nH]1 (stereo not given) | -1 | -3 | 1 | -4 | 5 | -4 | 5 | -1 | 1.6 | -1
COc1ccc(S(=O)(=O)Nc2ccc(S(=O)(=O)Nc3nc(C)cc(C)n3)cc2)cc1OC | 3 | 12 | -1 | -2 | 1 | -3 | 5 | 4 | -2.0 | -2
